ssDAF-12 act: activators of S. stercoralis DAF-12 nuclear receptor | activation, % at 6.8 µM | HEK293 ssDAF-12/GRIP1 lit1-tk-luc reporter, luminescence; % of 3 µM dafachronic acid response | 370,000 compounds, 1% hits;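 active = activation above the mean over all tested compounds plus 3 SD, cut at about 0.9% in these data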;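 note: 0% = DMSO-only wells and 100% = 3 µM delta7-dafachronic acid wells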
NPR2 activator: GC-B (human) receptor activation; HEK293-GC-B cells, CNP EC30, cGMP TR-FRET; 0% at EC30 CNP, 100% saturating CNP; P20594; 370,000 compounds, 0.11% hits; activation, % at 10 µM;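 active = activation at 10 µM reaching about 35% in either raw or pattern-adjusted values, limit read from the data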
DAX1 inh-1: inhibitors of DAX1 repression of SF-1 activated StAR promoter | AID 652010 | HEK293T StAR-luciferase reporter, SF-1/DAX-1 repression relief | inhibition, % at 6.8 µM | 370,000 compounds, 1.1% hits;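 active = inhibition above the mean over all tested compounds plus 3 SD, cut at about 3.6% in these data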;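 note: 0% = DAX-1 cells with DMSO and 100% = cells lacking DAX-1 with DMSO; higher inhibition means more luminescence from relief of DAX-1 repression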
SMARCA2 act: SMARCA2 function activation, primary screen | MG213 cells, MMTV-luciferase reporter, dexamethasone, overnight | activation, % at 9.1 µM | 370,000 compounds, 1% hits | AID 652017; in the data active = activation above about 7.8%;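 note: 0% = vehicle wells and 100% = reference activator wells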
hcDAF12 agonist: activates DAF-12 receptor from parasite H. contortus; 370,000 compounds, 1.4% hits; AID 652067; HEK293 hcDAF-12 lit1-tk-luc reporter, luminescence; 0% DMSO, 100% Δ7-dafachronic acid; activation, % at 6.8 µM;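 active = activation above the mean of all tested compounds plus 3 SD, cut at about 5.5% in these data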;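 note: 100% = response to 3 µM Δ7-dafachronic acid high control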
HGIII-sPLA2 inh: Blocks human group III sPLA2 activity; 370,000 compounds, 0.56% hits; inhibition, % at 12.2 µM; AID 743126; QFRET BODIPY PC-A2 liposome hydrolysis, fluorescence;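 active = inhibition above mean plus 3 SD of compounds lying within the high and low control bounds, cut at about 19% in these data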;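 note: 0% = median of test compound wells and 100% = no enzyme DMSO wells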
FXN GAA850 act: increases GAA850 frataxin promoter reporter activity; HEK293 lucGAA850 FXN promoter luciferase reporter, 24 h; percent of 10 µM SAHA response; activation, % at 6 µM; 360,000 compounds, 0.56% hits; AID 540364;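 active = activation above the average of all compounds screened plus 3 SD, cutoff fixed separately per campaign, cut at about 7.5% in these data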;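 note: 0% = DMSO wells and 100% = 10 µM SAHA wells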
hgDAF-12 ag: activates the H. glycines DAF-12 receptor ligand-binding domain | HEK293 GAL4-hgDAF12 UAS-luciferase reporter, agonist luminescence; normalized to butyrate control | activation, % at 6.8 µM | 370,000 compounds, 1.8% hits;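 active = activation above a cutoff set at the mean of all screened compounds plus 3 SD, cut at about 10% in these data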;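 note: 0% = DMSO wells and 100% = sodium butyrate wells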
proKLK7 act: activates the human kallikrein-7 zymogen. P49862. purified proKLK7, EDANS-DABCYL substrate fluorescence; 100% is mature enzyme control, 0% vehicle. activation, % at 7 µM. 370,000 compounds, 0.9% hits;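 active = activation above the mean of all tested compounds plus 3 SD, computed per campaign excluding outliers beyond control limits, cut at about 13% in these data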
Target sequence (P49862 whole entry, looked up): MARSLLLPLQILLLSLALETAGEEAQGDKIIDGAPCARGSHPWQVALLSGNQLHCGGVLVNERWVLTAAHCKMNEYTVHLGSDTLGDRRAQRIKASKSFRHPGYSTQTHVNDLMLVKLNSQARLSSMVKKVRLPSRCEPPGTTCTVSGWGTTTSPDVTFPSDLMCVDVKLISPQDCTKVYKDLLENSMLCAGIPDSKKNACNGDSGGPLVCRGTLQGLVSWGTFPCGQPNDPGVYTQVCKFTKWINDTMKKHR
DAX1 inh-2: NR0B1 (DAX1) inhibition | HEK293 Gal4-DAX1 luciferase reporter, luminescence | AID 504766 | 340,000 compounds, 0.99% hits | P51843 | inhibition, % at 6.75 µM;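 active = inhibition above the mean over all tested compounds plus 3 SD, cut at about 4.2% in these data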;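 note: 0% = DAX1-transfected cells with DMSO and 100% = empty-vector control cells with DMSO; inhibition shows as a rise in luminescence from relieved DAX1 repression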
Target sequence (P51843 207-470 limits assumed): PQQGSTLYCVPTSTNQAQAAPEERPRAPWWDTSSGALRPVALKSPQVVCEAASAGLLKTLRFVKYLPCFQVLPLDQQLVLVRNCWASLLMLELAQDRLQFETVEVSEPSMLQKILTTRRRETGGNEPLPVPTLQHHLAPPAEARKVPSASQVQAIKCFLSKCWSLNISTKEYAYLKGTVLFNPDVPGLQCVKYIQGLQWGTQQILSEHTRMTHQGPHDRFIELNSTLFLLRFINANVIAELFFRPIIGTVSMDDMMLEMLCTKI
GC-A act: GC-A (human) enzyme activation; P16066; 370,000 compounds, 0.14% hits; HEK293 GC-A cells, cGMP TR-FRET, EC30 ANP; 0% at EC30 ANP, 100% saturating ANP; activation, % at 10 µM; AID 1671463; in the data active = activation above about 40%
An asterisk follows results filed as active; x = no result given.

SMILES	ssDAF-12 act	NPR2 activator	DAX1 inh-1	SMARCA2 act	hcDAF12 agonist	HGIII-sPLA2 inh	FXN GAA850 act	hgDAF-12 ag	proKLK7 act	DAX1 inh-2	GC-A act
CCCCCCn1c(=O)n2n(c1=O)C[C@]1(OC(=O)NC3CC3)CN(S(=O)(=O)c3ccc(C)cc3)C[C@]1(O)C2	-1.7	-2	-1.8	-5	-3.1	-4	-5.7	-3.3	0.1	-1.2	2
O=S(N1CCCCC1)C12CC3CC(CC(C3)C1)C2 (stereo unspecified)	-0.2	1	0.1	0	-1.9	3	-0.8	-1.1	-0.2	-0.4	4
Cc1cccc(C)c1NC(=O)CN(C)C(=O)c1ccc(NS(=O)(=O)c2ccc3[nH]c(=O)[nH]c3c2)cc1	-0.1	-6	2.9	-2	0.8	0	0.4	1.0	-0.2	0.9	0
CC1(C)Cc2c(cnn2-c2ccccc2)C(NC(=O)CCCn2cncn2)C1 (stereo unspecified)	0.2	5	0.1	1	-1.1	0	4.1	2.4	0.3	0.4	1
CCN(CC)C1Oc2cc3c(cc2C(c2cccc(OC)c2O)C1C)OCO3 (stereo unspecified)	-0.8	-6	-5.4	-3	-0.7	-4	-4.7	6.9	0.4	1.0	-4
COc1cc(/C=N\NC(C)=O)ccc1OC/C=C/c1ccccc1	-1.2	-7	-0.2	-2	-0.7	-5	-1.0	1.1	-0.3	-0.4	-5
CCOc1ccc(C=NC23CN4CN(CN(C4)C2)C3)cc1	-1.4	-2	-0.6	-2	-1.1	0	1.4	-0.3	-0.8	0.7	2
CC(=O)Nc1ccc(C(=O)OCC(=O)Nc2c(F)cccc2F)cc1	-1.7	-2	0.5	1	-0.5	-4	-0.1	0.9	0.6	3.0	-3
COc1ccc(S(=O)(=O)N2CCN=C2SCc2cccc(C)c2)cc1	-0.8	0	-1.6	-1	-1.2	-12	3.2	-0.5	0.8	-0.2	-6
CCc1nc2c(OCCOc3ccc(F)cc3)cccn2c1N(C)C(=O)c1ccco1	-1.2	0	-0.3	-1	-1.8	-2	-1.4	-2.2	0.2	x	3
CC1=C(C(=O)N(C(C)C)C(C)C)CC(CC(=O)NC2CCCCC2)C(=O)N1Cc1ccc(F)cc1 (stereo unspecified)	-1.2	3	-0.7	1	-2.2	4	x	1.7	0.1	x	-1
Cc1cccnc1NC(=O)c1sc2ccccc2c1Cl	-0.1	0	10*	8.5*	3.5	-3	6.2	13*	-0.2	1.2	-2
COc1cccc(OCC(O)CN2CCc3ccccc3C2)c1 (stereo unspecified)	-0.8	-3	-0.2	-1	-1.0	7	0.8	-0.4	0.4	-0.3	3
Cc1cc(C(=O)Cn2cnc3ccc(Cl)cc3c2=O)c(C)n1C1CC1	-1.9	4	-0.4	3	-2.6	4	0.5	-2.2	0.4	-0.3	1
O=C1c2cccc([N+](=O)[O-])c2C(=O)N1c1ccccc1	-1.4	1	0.7	1	-2.2	1	-1.4	-0.7	-0.2	-0.1	4
O=C(NCCO)c1nc(NCCO)c2ccccc2n1	-1.7	-3	-0.5	0	-2.3	8	2.8	-0.1	0.1	0.3	2
CC1Cc2ccccc2N1C(=O)C12CCC(C)(C(=O)C1)C2(C)C (stereo unspecified)	-1.3	1	-1.3	-1	-0.9	1	3.7	-1.8	0.0	2.2	-4
Cc1ccc(NC(=O)COC(=O)COc2cccc3c2OC(C)(C)C3)cc1S(=O)(=O)N1CCOCC1	-0.6	1	0.2	0	0.4	-14	1.6	-0.6	-1.1	-0.6	-3
CCCCSc1nnc(-c2c[nH]c3ccccc23)n1C	-1.1	-4	0.5	4	0.2	-6	5.6	9.1	-0.3	1.1	3
CCCCN(CC)CCCNC(=O)CS(=O)(=O)Cc1nc(-c2cccc(OC)c2)oc1C	-0.5	-4	0.5	-2	0.0	-12	-1.0	0.0	-0.3	-0.2	-2
COc1ccc(N(C(=O)Cc2cccs2)C(C(=O)NC2CCCCC2)c2cccn2C)cc1OC (stereo unspecified)	-1.1	-15	-0.5	-1	-1.1	-21	1.1	-1.2	0.8	-0.9	-14
O=C(COc1ccc(S(=O)(=O)NC2CCCCC2)cc1Cl)NCc1ccc2c(c1)OCO2	-1.1	-9	-0.4	0	-1.5	-55	-3.3	-1.4	0.2	-1.6	-4
O=C1NC(=O)C(=Cc2ccco2)S1	-1.2	-2	-0.6	0	0.7	1	1.4	3.0	-26	2.9	3
Cc1ccccc1C1c2[nH]c3ccccc3c2C[C@H]2C(=O)N(c3ccccc3C(=O)NCCCN3CCOCC3)C(=O)N12 (stereo partly specified)	-0.2	5	0.0	0	2.2	-16	-4.6	-1.4	0.7	-1.3	-1
CCOC(=O)[C@@H]1[C@H]2COc3ccc(Br)cc3[C@@H]2N2C(=O)N(c3ccc(OC)cc3)C(=O)[C@@]12C	-1.2	-7	-0.3	-1	-1.1	3	0.2	0.6	-0.1	0.4	1
Cc1ccc(S(=O)(=O)NCCC(=O)NCC(c2cccs2)N(C)C)cc1 (stereo unspecified)	0.0	-4	2.2	-1	3.5	6	0.5	-0.7	-0.4	1.1	2
CCOC(=O)[C@@H]1[C@H]2COc3cc(OC)ccc3[C@@H]2N2C(=O)N(c3ccc(Cl)cc3)C(=O)[C@]12C	-1.6	2	0.0	0	-2.1	0	-1.4	-0.4	0.4	-1.0	1
CC(NC(=O)c1ccccc1Br)c1nnc(SCC(=O)NC2CCCCC2)n1C (stereo unspecified)	0.1	2	0.1	1	-2.2	5	1.1	-2.5	-0.7	-0.1	0
CN1C(=O)N(CC(=O)Nc2sccc2C(N)=O)C(=O)C12CCCCC2	-0.7	-5	0.4	-2	-0.1	14	-0.2	1.4	-0.6	0.8	2
NS(=O)(=O)c1ccc(CCNc2nc(CN3CCCCC3)nc3sc4c(c23)CCC4)cc1	-0.6	-3	1.9	0	-0.1	-20	2.8	-0.2	0.9	0.8	-2
CCOC(=O)N1CCN(C(=O)c2ccc3c(=O)n(CCc4ccc(OC)c(OC)c4)c(=O)[nH]c3c2)CC1	-0.5	-2	-0.6	-3	-1.7	1	1.0	-1.3	0.0	0.1	-1
Cn1c(N)c(C#N)c2c(c1=S)CSC(C)(C)C2	-1.2	-1	0.1	1	-0.7	10	-1.7	-0.5	1.7	-0.5	3
CCOC(=O)Cn1c(=O)oc2ccc(C)cc21	-1.0	9	0.5	2	0.1	1	1.8	0.7	0.6	0.5	3
O=C(Nc1ccc(Cl)cc1F)c1cc(S(=O)(=O)N2CCCCC2)ccc1F	-0.5	-7	-0.3	-3	2.7	18	-1.9	-0.3	-0.6	2.8	1
COc1ccccc1-c1nn(Cc2ccccc2)cc1C(=O)NCC(c1ccco1)N1CCCC1 (stereo unspecified)	-0.5	6	0.0	-1	-0.3	2	-6.0	2.7	-0.9	-0.6	0
O=C1NC[C@H](CCCCN2C[C@H](Cc3ccc(O)cc3)N(Cc3ccccc3)C(=O)C2=O)N(CCc2ccccc2)C1=O	-0.6	-4	-1.1	-3	-0.7	-15	x	-1.3	0.3	x	1
CCOC(=O)C1=CCC(C(C)(C)C)N(S(=O)(=O)c2ccc(C)cc2)C1 (stereo unspecified)	-0.5	-4	0.1	-3	0.4	0	x	-1.3	-0.4	x	0
Cc1ccc(C(=O)Nc2ccc(Cl)cn2)cc1	0.4	0	1.8	1	2.9	3	-5.0	12*	0.1	-1.6	11
CSCCC(NC(=O)c1ccc([N+](=O)[O-])cc1Cl)C(=O)OCC(=O)N1CCN(C(C)=O)CC1 (stereo unspecified)	-1.2	-3	0.9	2	0.9	0	-0.6	1.4	-0.1	0.6	4
Cc1cc(C)c(C(=O)CN2C(=O)NC3(CCCCCC3)C2=O)cc1C	-1.0	7	0.4	0	2.6	1	1.3	5.8	0.0	2.9	-4
CC(C)NC(=O)Nc1ccc2c(c1)C(=O)N([C@H](C)CO)C[C@H](C)[C@@H](CN(C)C(=O)Nc1ccc(C(F)(F)F)cc1)O2	-0.4	0	0.4	-3	0.8	4	-2.6	0.8	0.2	4.5*	2
O=C(O)c1cccc(NC(=O)c2ccc3c(c2)C(=O)N(CC2CCCO2)C3=O)c1 (stereo unspecified)	-0.9	1	0.4	2	-0.1	4	1.0	0.4	-0.1	0.6	2
COc1ccc(/C=C2\CCc3ccccc3C2=O)cc1Cn1cccn1	-1.5	2	0.8	1	-0.4	-13	5.2	4.8	-0.5	-0.8	6
Nc1nc(NC(=O)Cc2ccccc2)nn1-c1ccccc1	-1.2	7	0.7	-1	1.0	-3	-0.9	-1.3	-0.3	2.0	3

Among those listed so far, 7 have a Cl atom.
SMILES	ssDAF-12 act	NPR2 activator	DAX1 inh-1	SMARCA2 act	hcDAF12 agonist	HGIII-sPLA2 inh	FXN GAA850 act	hgDAF-12 ag	proKLK7 act	DAX1 inh-2	GC-A act
Cc1cccnc1NC(=O)c1sc2ccccc2c1Cl	-0.1	0	10*	8.5*	3.5	-3	6.2	13*	-0.2	1.2	-2
Cc1cc(C(=O)Cn2cnc3ccc(Cl)cc3c2=O)c(C)n1C1CC1	-1.9	4	-0.4	3	-2.6	4	0.5	-2.2	0.4	-0.3	1
O=C(COc1ccc(S(=O)(=O)NC2CCCCC2)cc1Cl)NCc1ccc2c(c1)OCO2	-1.1	-9	-0.4	0	-1.5	-55	-3.3	-1.4	0.2	-1.6	-4
CCOC(=O)[C@@H]1[C@H]2COc3cc(OC)ccc3[C@@H]2N2C(=O)N(c3ccc(Cl)cc3)C(=O)[C@]12C	-1.6	2	0.0	0	-2.1	0	-1.4	-0.4	0.4	-1.0	1
O=C(Nc1ccc(Cl)cc1F)c1cc(S(=O)(=O)N2CCCCC2)ccc1F	-0.5	-7	-0.3	-3	2.7	18	-1.9	-0.3	-0.6	2.8	1
Cc1ccc(C(=O)Nc2ccc(Cl)cn2)cc1	0.4	0	1.8	1	2.9	3	-5.0	12*	0.1	-1.6	11
CSCCC(NC(=O)c1ccc([N+](=O)[O-])cc1Cl)C(=O)OCC(=O)N1CCN(C(C)=O)CC1 (stereo unspecified)	-1.2	-3	0.9	2	0.9	0	-0.6	1.4	-0.1	0.6	4

High-throughput results from PubChem.
